Screening results deposited in PubChem BioAssay by several laboratories.
CHO-K1 Ca PAM: nonselective activator or artifact in parental CHO-K1 calcium assay | ATP EC20, Fluo-8 calcium fluorescence; 0% at ATP EC20, 100% at ATP max | activation, % at 3 µM | 0.02% of 360,000 active;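 active = activation above the run cutoff, the mean activation of all test compounds plus 3 SD, cut at about 40% in these data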;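 also: peak over basal fluorescence ratio in a 140 s read after ATP addition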
M4 PAM: CHRM4 positive allosteric modulation; activation, % at 3 µM; AID 624126; CHO-K1 hM4/Gqi5, Fluo-8 calcium fluorescence, ACh EC20; 0% = ACh EC20, 100% = maximal ACh; 0.4% of 360,000 active;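 active = activation above its plate's cutoff, the mean activation of sample wells plus 3 SD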; also: some results filed as inactive read as strong as hits
Target sequence (P08173 whole entry, looked up): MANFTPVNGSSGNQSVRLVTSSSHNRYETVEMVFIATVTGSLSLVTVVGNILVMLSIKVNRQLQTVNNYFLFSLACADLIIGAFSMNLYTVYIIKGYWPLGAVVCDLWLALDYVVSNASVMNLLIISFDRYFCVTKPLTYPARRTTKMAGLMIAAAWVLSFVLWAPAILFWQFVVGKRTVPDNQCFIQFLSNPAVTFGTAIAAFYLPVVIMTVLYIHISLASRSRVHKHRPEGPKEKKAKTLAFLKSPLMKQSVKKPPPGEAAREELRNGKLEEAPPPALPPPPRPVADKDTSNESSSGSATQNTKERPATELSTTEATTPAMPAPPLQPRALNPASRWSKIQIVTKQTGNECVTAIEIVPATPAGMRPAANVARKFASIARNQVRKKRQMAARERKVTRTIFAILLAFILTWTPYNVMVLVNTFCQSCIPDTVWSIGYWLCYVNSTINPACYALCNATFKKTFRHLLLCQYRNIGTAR
M5 antag: CHRM5 antagonism in calcium assay. P08912. CHO-hM5 cells, Fluo-8 calcium fluorescence, ACh EC80. inhibition, % at 3 µM. 0.59% of 360,000 active;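 active = inhibition above a per-plate cutoff, the mean of that plate's test compounds plus 3 SD, cut at about 27% in these data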;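 also: 0% = acetylcholine EC80 with DMSO and 100% = DMSO without agonist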
M5 ag: agonists of human muscarinic M5 receptor (CHRM5). CHO-K1 hM5 cells, Fluo-8 calcium fluorescence; 0% DMSO wells, 100% maximal acetylcholine response. activation, % at 3 µM. 0.19% of 360,000 active. P08912;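 active = activation above the run's mean over test compounds plus 3 SD, cut at about 23% in these data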;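 also: signal is peak over basal fluorescence ratio across the kinetic read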
TAAR1 agonist: human TAAR1 agonism; CHO RD-HGA16 TAAR1, Fluo-8 calcium fluorescence; vehicle wells 0%, saturating PEA agonist 100%; activation, % at 3 µM; 0.99% of 360,000 active; Q96RJ0; AID 624467;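 active = activation above the mean activation of all test compounds in the run plus 3 SD, cut at about 38% in these data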
Target sequence (Q96RJ0 whole entry, looked up): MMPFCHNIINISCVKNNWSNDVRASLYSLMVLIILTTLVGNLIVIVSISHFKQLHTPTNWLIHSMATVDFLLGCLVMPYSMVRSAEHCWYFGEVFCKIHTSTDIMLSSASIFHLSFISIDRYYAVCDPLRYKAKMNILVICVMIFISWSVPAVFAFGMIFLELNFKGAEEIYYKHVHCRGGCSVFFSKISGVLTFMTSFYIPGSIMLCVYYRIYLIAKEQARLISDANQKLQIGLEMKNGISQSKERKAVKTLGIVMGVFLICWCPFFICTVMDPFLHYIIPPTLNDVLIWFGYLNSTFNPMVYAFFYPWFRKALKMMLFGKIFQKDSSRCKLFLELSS
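Signal – calcium-sensitive Fluo-8 signal, excitation 470-495, emission 515-575 nm · System – RD-HGA16 (CHO) cells co-expressing Gα16 and hTAAR1 · Incubation – 17-24 h seeding, 75 min 37 °C dye, 30 min RT · Compound dosing – 3 µM single concentration · Repeats – no replicates (n 1)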
TAAR1 antag: antagonists of human TAAR1 | Q96RJ0 | CHO RD-HGA16 TAAR1, Fluo-8 calcium fluorescence, antagonist | inhibition, % at 3 µM | 1.5% of 360,000 active;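 active = inhibition above a per-plate cutoff, the mean inhibition of test compounds on that plate plus 3 SD, cut at about 49% in these data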;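 also: 0% = DMSO plus EC80 beta-PEA response and 100% = DMSO alone without agonist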
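System: CHO RD-HGA16 cells bearing hTAAR1. Reagent: EC80 β-phenethylamine stimulus. Schedule: seeding 17-24 h prior, 75-min 37 °C, 30-min RT dye loading. Signal: Fluo-8 intracellular calcium dye fluorescence, real-time kinetic reads. Read-out: % inhibition from peak post-agonist over basal fluorescence ratio. Benchmarks: vehicle wells and EC80 agonist wells. Replicates: n of 1.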
CRFBP-R2 block: CRF-BP/CRF-R2 complex antagonism. HEK293 CRF-R2/CRF-BP, CRF-induced calcium fluorescence. inhibition, % at 11.8 µM. 0.59% of 350,000 active;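 active = inhibition of the ligand-induced calcium signal above about 50% at the single tested concentration, limit read from the data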
CHRM5 PAM: CHRM5 positive allosteric modulation; CHO-K1 hM5, Fluo-8 calcium, ACh EC20 PAM; 0% = ACh EC20, 100% = ACh EC100; AID 624038; 0.3% of 360,000 active; P08912; activation, % at 3 µM;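 active = activation above the run cutoff, the mean activation of all test compounds plus 3 SD, cut at about 18% in these data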
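Measured by: Fluo-8 calcium fluorescence; material: human M5 receptor in CHO-K1 cells; schedule: Post-acetylcholine fluorescence recording 140 s; benchmarks: low control EC20 acetylcholine (0%), high control EC100 acetylcholine (100%); read-out: Max/basal fluorescence ratio as % of EC20–EC100 ACh window; compound: single dose, 3 µM nominal final test concentration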
CRFR2-BP ag: CRF-BP/CRF-R2 complex agonism; HEK293 CRF-R2/CRF-BP, calcium dye fluorescence (FLIPR); percent of saturating CRF peptide response; activation, % at 13.2 µM; 0.46% of 350,000 active; AID 588473;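 active = activation of at least 50%, plus an integration ratio under a set limit after plate pattern correction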;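 also: plate controls were neutral control wells without compound for no effect and CRF at EC100 for full effect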
* marks the source's active call; other numbers are inactive results.

For O=C1CC(N2CCN(C(c3ccccc3)c3ccccc3)CC2)C(=O)N1 (stereo not drawn) the results were CHO-K1 Ca PAM 21, M4 PAM -4, M5 antag 5, M5 ag -8, TAAR1 agonist 3, TAAR1 antag -10, CRFBP-R2 block 1, CHRM5 PAM -8 and CRFR2-BP ag 0.2.
Cc1cc(C(C)(C)C)cc(C)c1C(=O)O was read as CHO-K1 Ca PAM -1, M4 PAM -4, M5 antag 3, M5 ag 3, TAAR1 agonist 3, TAAR1 antag -38, CRFBP-R2 block -11, CHRM5 PAM 1 and CRFR2-BP ag 0.1.
For COc1ccc(NC(=O)c2cc3n(n2)C(C(F)(F)F)CC(c2ccc(OC)cc2)N3)cc1 (stereo not drawn) the results were CHO-K1 Ca PAM 29, M4 PAM -7, M5 antag 2, M5 ag -7, TAAR1 agonist 4, TAAR1 antag 13, CRFBP-R2 block 18, CHRM5 PAM 2 and CRFR2-BP ag -0.6.
NC(COCc1ccccc1)c1csc(Nc2ccccn2)n1 (stereo not drawn) was read as CHO-K1 Ca PAM 0, M4 PAM 2, M5 antag -9, M5 ag 2, TAAR1 agonist 19, TAAR1 antag 5 and CHRM5 PAM 4.
Screening COc1ccc(NC(=S)N/N=C2\CC(C)(C)Oc3ccc(O)cc32)cc1 returned CHO-K1 Ca PAM 6, M4 PAM 0, M5 antag -3, M5 ag -5, TAAR1 agonist 4, TAAR1 antag 3, CRFBP-R2 block -18, CHRM5 PAM -5 and CRFR2-BP ag 1.0.
CCOC(=O)CNC(=O)CSc1nnc(-c2c[nH]c3ccccc23)n1CC was read as CHO-K1 Ca PAM 13, M4 PAM -3, M5 antag 11, M5 ag -2, TAAR1 agonist 10, TAAR1 antag -14, CRFBP-R2 block 2, CHRM5 PAM -4 and CRFR2-BP ag -0.6.
Screening Cc1ccc(-c2csc(NC(=S)NC(=O)/C=C/c3ccco3)n2)cc1 returned CHO-K1 Ca PAM 12, M4 PAM 3, M5 antag 4, M5 ag -1, TAAR1 agonist 12, TAAR1 antag 12, CRFBP-R2 block 15, CHRM5 PAM -11 and CRFR2-BP ag -1.6.
For Cc1ccc(OCc2ccccc2C)c([N+](=O)[O-])n1 the results were CHO-K1 Ca PAM 15, M4 PAM 2, M5 antag 3, M5 ag -5, TAAR1 agonist 0, TAAR1 antag -24, CRFBP-R2 block 8, CHRM5 PAM 0 and CRFR2-BP ag 0.1.
CC(C)c1ccc2oc(=O)cc(CN3CCOCC3)c2c1 was read as CHO-K1 Ca PAM -11, M4 PAM -2, M5 antag -3, M5 ag -3, TAAR1 agonist 0, TAAR1 antag -15, CRFBP-R2 block 20, CHRM5 PAM 0 and CRFR2-BP ag 0.6.
For O=C(O)Cn1c(SCCOc2ccccc2)nc2ccccc21 the results were CHO-K1 Ca PAM 13, M4 PAM 0, M5 antag 1, M5 ag 2, TAAR1 agonist 20, TAAR1 antag -1, CRFBP-R2 block 25, CHRM5 PAM -3 and CRFR2-BP ag 1.2.

3 entries already listed, sorted by number of heavy atoms, smallest number first.
NC(COCc1ccccc1)c1csc(Nc2ccccn2)n1 (stereo not drawn) was read as CHO-K1 Ca PAM 0, M4 PAM 2, M5 antag -9, M5 ag 2, TAAR1 agonist 19, TAAR1 antag 5 and CHRM5 PAM 4.
CCOC(=O)CNC(=O)CSc1nnc(-c2c[nH]c3ccccc23)n1CC was read as CHO-K1 Ca PAM 13, M4 PAM -3, M5 antag 11, M5 ag -2, TAAR1 agonist 10, TAAR1 antag -14, CRFBP-R2 block 2, CHRM5 PAM -4 and CRFR2-BP ag -0.6.
For COc1ccc(NC(=O)c2cc3n(n2)C(C(F)(F)F)CC(c2ccc(OC)cc2)N3)cc1 (stereo not drawn) the results were CHO-K1 Ca PAM 29, M4 PAM -7, M5 antag 2, M5 ag -7, TAAR1 agonist 4, TAAR1 antag 13, CRFBP-R2 block 18, CHRM5 PAM 2 and CRFR2-BP ag -0.6.

The list goes on.
Screening N#Cc1nc(-c2cccs2)oc1NCCc1ccccc1 returned CHO-K1 Ca PAM 16, M4 PAM 21, M5 antag 12, M5 ag -4, TAAR1 agonist 51*, TAAR1 antag 3, CRFBP-R2 block -1, CHRM5 PAM -2 and CRFR2-BP ag -0.5.
O=C(c1cc(Cl)c(=O)n(Cc2ccc(Cl)cc2)c1)N1CCOCC1 was read as CHO-K1 Ca PAM 10, M4 PAM 8, M5 antag -8, M5 ag 0, TAAR1 agonist 5, TAAR1 antag 14, CRFBP-R2 block -4, CHRM5 PAM 2 and CRFR2-BP ag 1.2.
CCc1nnc(NS(=O)(=O)c2ccc(NC(=O)c3ccc([N+](=O)[O-])s3)cc2)s1 was read as CHO-K1 Ca PAM 7, M4 PAM 0, M5 antag 1, M5 ag 1, TAAR1 agonist 1, TAAR1 antag -7, CRFBP-R2 block 4, CHRM5 PAM 3 and CRFR2-BP ag -1.6.
Cc1cc(C)n(-c2ncnc3sc(C)c(C)c23)n1 was read as CHO-K1 Ca PAM 26, M4 PAM 7, M5 antag -2, M5 ag 1, TAAR1 agonist 21, TAAR1 antag 11, CRFBP-R2 block 10, CHRM5 PAM 2 and CRFR2-BP ag -0.6.
COc1ccccc1/C=C/C(=O)NCC(=O)N=Nc1c(O)[nH]c2ccccc12 was read as CHO-K1 Ca PAM -9, M4 PAM -2, M5 antag -15, M5 ag -6, TAAR1 agonist 0, TAAR1 antag -2, CRFBP-R2 block -4, CHRM5 PAM 1 and CRFR2-BP ag -1.1.
For C/C(N)=C(/C#N)C(=O)COC(=O)CC12CC3CC(CC(C3)C1)C2 the results were CHO-K1 Ca PAM 21, M4 PAM 1, M5 antag 6, M5 ag -1, TAAR1 agonist 4, TAAR1 antag 13, CRFBP-R2 block -8, CHRM5 PAM -8 and CRFR2-BP ag -0.7.
`Cc1nc(-c2ccccc2)nn1-c1ccc([N+](=O)[O-])cc1` gave CHO-K1 Ca PAM -14, M4 PAM 0, M5 antag 6, M5 ag -2, TAAR1 agonist -1, TAAR1 antag -18, CRFBP-R2 block 5, CHRM5 PAM 1 and CRFR2-BP ag 0.4.
Screening Cc1ccc(C)c(/C=N/n2cc(-c3ccccc3)[nH]c2=S)c1 returned CHO-K1 Ca PAM 8, M4 PAM -5, M5 antag 5, M5 ag 2, TAAR1 agonist -3, TAAR1 antag -23, CRFBP-R2 block -7, CHRM5 PAM -5 and CRFR2-BP ag -0.4.
Screening COc1cc(-c2cnc3c(NC=O)cc(-c4cccnc4)cn23)cc(OC)c1OC returned CHO-K1 Ca PAM 11, M4 PAM -2, M5 antag 6, M5 ag 1, TAAR1 agonist 2, TAAR1 antag -30 and CHRM5 PAM -4.
Screening Cn1c(=O)c2sccc2n2c(CCCC(=O)NCc3ccc(F)cc3)nnc12 returned CHO-K1 Ca PAM 20, M4 PAM 1, M5 antag 0, M5 ag -5, TAAR1 agonist 7, TAAR1 antag -12, CRFBP-R2 block 6, CHRM5 PAM 5 and CRFR2-BP ag -0.5.
For O=c1cc(Cn2nnc(-c3ccc(Cl)cc3)n2)nc2sccn12 the results were CHO-K1 Ca PAM 8, M4 PAM -3, M5 antag 2, M5 ag 1, TAAR1 agonist 11, TAAR1 antag 1, CRFBP-R2 block 1, CHRM5 PAM -4 and CRFR2-BP ag -1.1.
O=C(O)c1cccc(NC(=O)c2ccc(CN3C(=O)c4ccccc4C3=O)cc2)c1 was read as CHO-K1 Ca PAM 22, M4 PAM 0, M5 antag 14, M5 ag -8, TAAR1 agonist 3, TAAR1 antag -13, CRFBP-R2 block 16, CHRM5 PAM 5 and CRFR2-BP ag -1.2.
`O=C(NC1CCN(C(=O)Nc2cccc(Cl)c2)CC1)C1CCCCC1` gave CHO-K1 Ca PAM 3, M4 PAM -6, M5 antag 15, M5 ag -1, TAAR1 agonist 1, TAAR1 antag 4, CRFBP-R2 block 0, CHRM5 PAM -2 and CRFR2-BP ag 2.3.
`COc1cccc(NC(=O)CN(C)S(=O)(=O)c2ccc(C)cc2)c1` gave CHO-K1 Ca PAM 6, M4 PAM -3, M5 antag -10, M5 ag -7, TAAR1 agonist 1, TAAR1 antag 3, CRFBP-R2 block -2, CHRM5 PAM -4 and CRFR2-BP ag -0.6.
Screening O=C(CCc1c[nH]c2ccccc12)NCCOc1ccccc1 returned CHO-K1 Ca PAM 10, M4 PAM -4, M5 antag 9, M5 ag -2, TAAR1 agonist 3, TAAR1 antag -20, CRFBP-R2 block -3, CHRM5 PAM 6 and CRFR2-BP ag -1.3.
For CC(=O)N1C=CN(C(C)=O)C(c2cn(C)c3ccccc23)C1c1cn(C)c2ccccc12 (stereo not drawn) the results were CHO-K1 Ca PAM 9, M4 PAM 3, M5 antag 0, M5 ag -2, TAAR1 agonist 8, TAAR1 antag 6, CRFBP-R2 block 27, CHRM5 PAM -4 and CRFR2-BP ag -2.2.
Cc1cc(C(=O)COC(=O)c2cccs2)c(C)n1-c1c(C)n(C)n(-c2ccccc2)c1=O was read as CHO-K1 Ca PAM 16, M4 PAM -4, M5 antag -1, M5 ag -1, TAAR1 agonist 6, TAAR1 antag -4, CRFBP-R2 block 12, CHRM5 PAM -2 and CRFR2-BP ag 1.4.
For COCCN(CCOC)C(=S)Nc1ccccc1 the results were CHO-K1 Ca PAM 13, M4 PAM 6, M5 antag 1, M5 ag -3, TAAR1 agonist 0, TAAR1 antag 16, CRFBP-R2 block 1, CHRM5 PAM 3 and CRFR2-BP ag 2.5.
Screening CCN(CC)CC(=O)N1c2ccccc2Sc2ccc(Cl)cc21 returned CHO-K1 Ca PAM -8, M4 PAM -18, M5 antag 97*, M5 ag -17, TAAR1 agonist 2, TAAR1 antag -2, CRFBP-R2 block -1, CHRM5 PAM -49 and CRFR2-BP ag -2.7.
Screening COc1cc(NC(=O)CN2c3ccccc3CC2C)cc(OC)c1OC (stereo not drawn) returned CHO-K1 Ca PAM 17, M4 PAM -2, M5 antag -3, M5 ag 1, TAAR1 agonist 2, TAAR1 antag 4, CRFBP-R2 block -1, CHRM5 PAM -1 and CRFR2-BP ag 0.0.
For CS(=O)(=O)NCCNC(=O)c1cc(OCC(F)(F)F)ccc1OCC(F)(F)F the results were CHO-K1 Ca PAM 27, M4 PAM 3, M5 antag -8, M5 ag -3, TAAR1 agonist 7, TAAR1 antag -6, CRFBP-R2 block 1, CHRM5 PAM 6 and CRFR2-BP ag -0.3.
CC(=O)c1ccc(S(=O)(=O)N(C)CCCC(=O)N2CCN(c3ncccn3)CC2)cc1 was read as CHO-K1 Ca PAM 13, M4 PAM 1, M5 antag 4, M5 ag 6, TAAR1 agonist 0, TAAR1 antag 16, CRFBP-R2 block 5, CHRM5 PAM 0 and CRFR2-BP ag -0.6.

This is a random part of the collection. Share with any hit: about 4.2%.
